# TRPM1 prom inh – inhibitors of MITF-dependent TRPM1 promoter reporter, primary screen, cell-based, SK-MEL-5, single point, luciferase; SK-MEL-5 TRPM1 promoter luciferase, 24 h; inhibition, % at 12.5 µM; 330,000 compounds, 0.83% hits; AID 488899, 2010;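 active = mean inhibition across replicates of 60% or more, whatever share of single replicates reaches that level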; note: values of inactives mirror those of a sister screen read the other way
# Peg3 promoter – Peg3 promoter-driven luciferase inhibitors, primary screen, cell-based, HeLa, luciferase luminescence; HeLa PEG-Prom luciferase reporter, overnight; AID 588405, 2011; 360,000 compounds, 1.7% hits; inhibition, % at 20 µM;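 active = inhibition of at least 50% at 20 µM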
# HIF-2a block – HIF-2a reporter inhibitors, primary screen, luminescence, 786-0 RCC cells; 786-0 RCC cells HIF-2a reporter, luciferase luminescence, overnight; inhibition, % at 18.8 µM; 360,000 compounds, 0.72% hits; AID 624352, 2012;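 active = inhibition of the luminescence signal of 40% or more relative to plate controls, in a single-dose primary screen at 18.75 µM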
# TROY NFkB inh – inhibitors of TROY-driven NF-kB signaling, primary screen, Q293 LMP1-TROYcd cells, NF-kB luciferase, uHTS; Q293 LMP1-TROYcd NF-kB luciferase reporter, 4 h; inhibition, % at 10 µM; 360,000 compounds, 0.98% hits;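 active = compounds whose plate-normalised and pattern-corrected inhibition of the luciferase reporter signal at the single screening dose is 50% or more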
# NR2E3 ag-1 – inhibitors of NR2E3-RetCOR corepressor binding, primary screen, NR2E3 agonist project, biochemical, TR-FRET, GST-NR2E3, biotin-RetCOR; Photoreceptor-specific nuclear receptor (Homo sapiens), Q9Y5X4; 1536-well; inhibition of corepressor binding, % at 4.78 µM; 320,000 compounds, 0.12% hits; AID 2300, 2010;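 active = percent inhibition above the cutoff of mean plus 3 SD of all tested compounds, set per screening campaign, cut at about 20% in these data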;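 note: 0% = DMSO wells and 100% = biotin wells as full block of FRET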
# Target sequence (Q9Y5X4 whole entry, looked up): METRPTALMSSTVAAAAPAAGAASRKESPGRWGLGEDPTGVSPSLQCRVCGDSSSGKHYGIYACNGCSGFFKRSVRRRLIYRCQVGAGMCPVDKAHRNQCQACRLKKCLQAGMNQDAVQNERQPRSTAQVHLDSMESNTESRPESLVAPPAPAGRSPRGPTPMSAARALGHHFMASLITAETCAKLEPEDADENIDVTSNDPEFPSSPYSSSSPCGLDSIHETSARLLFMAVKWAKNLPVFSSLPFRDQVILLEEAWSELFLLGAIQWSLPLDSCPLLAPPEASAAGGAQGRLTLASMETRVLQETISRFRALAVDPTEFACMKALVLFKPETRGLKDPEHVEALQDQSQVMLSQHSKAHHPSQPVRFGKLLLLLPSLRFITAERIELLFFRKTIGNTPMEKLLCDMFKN
#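 Material: NR2E3–RetCOR corepressor complex / Amount: 1.35 nM GST-NR2E3 / Medium: Tris pH 7.5 / Compound: single nominal compound dose of 4.8 µM / Incubation: 5 h at 4 °C / Technique: TR-FRET, Eu(K)-anti-GST donor, streptavidin-D2 acceptor, ex 340, em 617/671 nm / Read-out basis: percent loss of FRET ratio relative to control wells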
# TWEAK Fn14 block – inhibitors of TWEAK-Fn14 signaling, primary screen, luciferase reporter cells, uHTS; 360,000 compounds, 2% hits; inhibition, % at 10 µM; AID 1159606, 2016; TWEAK-stimulated Fn14 reporter cells, luciferase luminescence, 8 h; in the data active = inhibition above about 50%
# CF NFkB block – inhibitors of PAF-induced NF-kB signaling, primary screen, cell-based, GFP fluorescence, uHTS. KKLEB NF-kB-GFP reporter, GFP fluorescence overnight. inhibition, % at 5 µM. 360,000 compounds, 0.86% hits. AID 588850, 2011;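 active = at least 50% inhibition at 5 µM, scaled per plate between neutral and stimulator controls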;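 note: PAF is a Pseudomonas aeruginosa culture filtrate used as stimulus; plate controls were PAF-stimulated DMSO wells for no effect and unstimulated DMSO wells for full effect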
# KKLEB cytotox – cytotoxicity in KKLEB CF airway cells, primary screen, cytotoxicity control for CF NF-kB inhibitor project, cell-based, uHTS, fluorescence assay plates; AID 602141, 2011; activity change (cytotoxicity), % at 5 µM; 360,000 compounds, 0.36% hits; KKLEB CF airway cells viability, ATPlite luminescence, overnight; stronger effect = lower value; cells stimulated with P. aeruginosa culture filtrate;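 active = corrected activity change at or below -50% at 5 µM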
# NR2E3 ag-2 – NR2E3 agonists in two-hybrid cells, primary screen, cell-based, luminescence, CHO-S, Gal4-NCOR/VP16-NR2E3; Photoreceptor-specific nuclear receptor (Homo sapiens), Q9Y5X4; luciferase; inhibition of corepressor binding, % at 3.98 µM; 360,000 compounds, 0.35% hits; AID 602229, 2012;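 active = inhibition above the mean of all tested compounds plus 3 SD, cut at about 70% in these data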;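 note: 0% = DMSO with NR2E3 transfected cells and 100% = cells lacking NR2E3 construct; higher means lower luciferase signal from less NR2E3 corepressor binding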
# TRAIL sens C8 – viability loss with TRAIL in NB7+C8 cells, primary screen, TRAIL sensitizer project, cell-based, ATPlite luminescence; inhibition (viability loss, TRAIL sensitization), % at 10 µM; 360,000 compounds, 1% hits;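 active = compounds causing at least 50% loss of cell viability in the single-dose screen, relative to plate controls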
# Shn3 inh set2 – reduction of Shn3 3'UTR firefly luciferase signal, primary screen, Schnurri-3 inhibitor project, cell-based, Clone20 osteoblasts, set 2 | 360,000 compounds, 0.52% hits | Clone20 osteoblast Shn3 3'UTR firefly luciferase, 24 h | inhibition, % at 12.5 µM | AID 588674, 2011;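 active = mean inhibition of at least 75% with every replicate also reaching 75%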;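 note: 0% = median of neutral control wells and 100% = pilot-screen positive control compound; some compounds past the cut are filed as inactive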
# * = called active by the depositor; nt = not tested or not shown. This is a subset; the hit share may differ from the screen's.
# Preview, 3 compounds:
SMILES,TRPM1 prom inh,Peg3 promoter,HIF-2a block,TROY NFkB inh,NR2E3 ag-1,TWEAK Fn14 block,CF NFkB block,KKLEB cytotox,NR2E3 ag-2,TRAIL sens C8,Shn3 inh set2
CC(=O)c1c(C)n(-c2ccc(C)cc2C)c2ccc(O)cc12,-13,14,34,22,3,58*,65*,-10,-26,6,15
O=C(Nc1cccc(C(F)(F)F)c1)Nc1ccc(N2CCCC2)c(S(=O)(=O)Nc2ccccc2Cl)c1,72*,64*,-4,41,1,80*,59*,-58*,3,7,92*
Cc1ccc(CSCCC(=O)NCCC2=CCCCC2)cc1,0,-38,-98,-9,0,-3,7,2,-32,-2,-34

# The whole of this part, previewed entries included:
SMILES,TRPM1 prom inh,Peg3 promoter,HIF-2a block,TROY NFkB inh,NR2E3 ag-1,TWEAK Fn14 block,CF NFkB block,KKLEB cytotox,NR2E3 ag-2,TRAIL sens C8,Shn3 inh set2
CC(=O)c1c(C)n(-c2ccc(C)cc2C)c2ccc(O)cc12,-13,14,34,22,3,58*,65*,-10,-26,6,15
O=C(Nc1cccc(C(F)(F)F)c1)Nc1ccc(N2CCCC2)c(S(=O)(=O)Nc2ccccc2Cl)c1,72*,64*,-4,41,1,80*,59*,-58*,3,7,92*
Cc1ccc(CSCCC(=O)NCCC2=CCCCC2)cc1,0,-38,-98,-9,0,-3,7,2,-32,-2,-34
CC(C)CC(NC=C1C(=O)OC(C)(C)OC1=O)C(=O)O (stereo not drawn),-6,9,17,6,1,2,12,0,-12,-11,-9
CN(C)/C=N/C(=S)Nc1ccc(Cl)cc1Cl,-63,-177,-178,-63,-3,-20,4,7,-45,-4,-25
CCOC(=O)c1c(N2C(=O)C3C4C=CC(C4)C3C2=O)sc2c1CCC(C)C2 (stereo not drawn),-12,-3,8,-3,2,-10,-30,15,-31,-10,-25
O=C(c1ccc(-c2cccc(C(F)(F)F)c2)o1)N1CCOCC1,-59,-148,-172,-30,-1,-37,8,-5,-55,0,-62
COc1ccc(C)cc1NC(=O)C(OC(=O)c1ccc(Cl)c(S(=O)(=O)N(C)c2ccccc2)c1)c1ccccc1 (stereo not drawn),15,14,-1,12,-2,-24,10,-6,-44,-8,29
O=C(c1cccc([N+](=O)[O-])c1)N1CCN(c2ccc(Cl)cc2)CC1,8,0,13,15,2,12,7,6,-12,-4,-26
CC(C)CNC(=S)N(CCCN(C)C)Cc1cc2cc3c(cc2[nH]c1=O)OCCO3,7,10,13,-4,1,20,5,-11,-9,7,1
CCOC(=O)CON1C(=O)C(C)(C)N(OCC(=O)OCC)C(=O)C1(C)C,3,-1,-7,0,1,4,3,1,-13,7,-3
CN(C)S(=O)(=O)c1ccc(C(=O)OCC2CCCO2)cc1 (stereo not drawn),-15,-1,-12,0,nt,19,14,-5,-7,2,-5
Cn1c(N/N=C/c2cc3ccccc3nc2Cl)nc2ccccc21,5,-212,-193,-9,-2,-21,-21,-46,-142,88*,-38
Cc1ccc(Cl)c(NC(=O)CSc2cccc[n+]2[O-])c1Cl,-4,19,4,-3,nt,6,-6,14,-9,1,6
O=c1oc2cc(Br)ccc2n1CSC1=NCCS1,-18,-56,-75,-13,-1,-23,6,4,-25,-4,-85
CN(C)S(=O)(=O)c1ccc(C(=O)OCC(=O)NC(=O)NC2CCCC2)cc1,2,3,6,-12,nt,4,10,-7,14,-6,-10
O=c1c(O)c(-c2ccc(O)cc2)oc2cc(O)cc(O)c12,-68,-209,-121,-21,-2,35,34,7,-46,-30,-31
COc1cccc(-n2c(SCC(=O)NC3CCCC3)nnc2-c2ccco2)c1,0,-17,-27,-20,-1,-12,1,-8,-14,1,3
C=CCNc1nc2c(c(=O)n(C)c(=O)n2C)n1CCCCCC,33,18,25,14,3,23,7,-5,40,8,88*
Cc1ccc(N2C(=O)CCSC23C(=O)Nc2ccccc23)cc1 (stereo not drawn),4,-12,14,8,0,8,8,-8,-3,-1,3
COC(=O)c1cn(C(=O)c2ccco2)c2ccccc12,-7,-13,-21,6,1,20,7,-4,2,-2,5
CCC(C)(C#CCN1CCCCC1)OCCC#N (stereo not drawn),-5,-1,9,-5,1,-13,25,4,-6,3,0
O=C(COc1coc(CN2CCc3ccccc3C2)cc1=O)Nc1cccc([N+](=O)[O-])c1,4,-12,-30,-16,-1,0,-11,-4,-18,19,22
CCn1cc(C(=O)NCC2CCCO2)c(=O)c2cc(S(=O)(=O)N3CCC(C)CC3)ccc21 (stereo not drawn),4,19,32,-5,-1,26,-3,2,-3,17,7
CCOc1ccc(NC(=O)CC2C(=O)N(c3ccc(OC)cc3)C(=O)N2Cc2ccc(OC)cc2)cc1 (stereo not drawn),nt,6,-12,-10,1,17,-4,4,-25,4,4

# Printed as active in TRPM1 prom inh, of those listed so far:
SMILES	TRPM1 prom inh	Peg3 promoter	HIF-2a block	NR2E3 ag-1	TWEAK Fn14 block	CF NFkB block	NR2E3 ag-2	Shn3 inh set2
O=C(Nc1cccc(C(F)(F)F)c1)Nc1ccc(N2CCCC2)c(S(=O)(=O)Nc2ccccc2Cl)c1	72*	64*	-4	1	80*	59*	3	92*

# (cont.)
SMILES,TRPM1 prom inh,Peg3 promoter,HIF-2a block,TROY NFkB inh,NR2E3 ag-1,TWEAK Fn14 block,CF NFkB block,KKLEB cytotox,NR2E3 ag-2,TRAIL sens C8,Shn3 inh set2
COc1ccc(O)c(/C=N/NC(=O)c2ccc(CSc3nc(C)cc(C)n3)cc2)c1,nt,38,21,41,1,45,15,-4,-1,0,88*
N=c1c(C(=O)NCc2ccc3c(c2)OCO3)cc2c(=O)n3ccccc3nc2n1CC1CCCO1 (stereo not drawn),5,-13,4,-15,0,-14,-4,1,2,4,-14
CCc1cc(C(N)=O)c(NC(=O)c2ccc(OC)cc2)s1,-33,-172,-208,-65,0,-6,-24,35,-75,13,-66
COc1ccc(NC(=O)C2CCCNC2=O)cc1 (stereo not drawn),5,11,8,3,nt,3,1,0,-28,-4,3
Cc1cccc(C)c1NC(=O)c1ccccc1C(=O)O,12,16,14,-16,3,1,8,-15,0,-3,-7
Cn1cc(C(=O)Nc2cccc(F)c2)cn1,-10,-6,-42,-27,2,-10,-7,7,-22,2,0
O=C(O)c1ccc[n+](Cc2ccc([N+](=O)[O-])cc2)c1,nt,-1,14,11,-3,4,15,2,-8,11,18
O=c1cc(N2CCCC2)c2ccccc2o1,0,6,4,-16,2,-9,-9,8,-21,5,-17
COc1ccccc1-c1nc(SCC(=O)N2CCC(C(N)=O)CC2)n[nH]1,23,2,14,0,-1,4,-12,8,5,-8,-8
COc1ccc(-n2c(-c3ccco3)nc3c(cnn3-c3ccc(C)cc3)c2=O)cc1,-3,16,11,12,2,-8,6,3,-8,16,23
O=C(CSCc1ccc(Cl)cc1)Nc1ccc2c(c1)OCCO2,-28,-131,-146,2,9,-4,-6,-2,-21,-20,-14
O=C(Nc1ccc(Br)cn1)c1cccc(C(=O)Nc2ccc(Br)cn2)c1,18,-34,-30,-66,1,-33,-11,-2,-86,7,-17
CCOc1ccc(NC(=S)NC(=O)c2ccco2)cc1,-82,-314,-310,-19,-1,-49,-17,3,-125,-1,-54
CC1=C(C#N)C(Nc2cccc(C)n2)(C(F)(F)F)C(=O)N1 (stereo not drawn),12,12,9,2,1,-11,-11,5,-1,-6,-8
COCCn1c(SCC(=O)Nc2ccc(F)cc2F)nc2c(c1=O)SCC2,nt,14,15,-21,nt,8,-16,-5,-9,-14,-10
CC(=O)N1CCN(Cc2nc3cc(NC(=O)C4CCCCC4)ccc3n2C)CC1,2,8,-13,-2,2,1,-5,3,-21,-3,2

# Six entries already listed, arranged by formula weight, low to high.
SMILES,TRPM1 prom inh,Peg3 promoter,HIF-2a block,TROY NFkB inh,NR2E3 ag-1,TWEAK Fn14 block,CF NFkB block,KKLEB cytotox,NR2E3 ag-2,TRAIL sens C8,Shn3 inh set2
O=c1cc(N2CCCC2)c2ccccc2o1,0,6,4,-16,2,-9,-9,8,-21,5,-17
Cn1cc(C(=O)Nc2cccc(F)c2)cn1,-10,-6,-42,-27,2,-10,-7,7,-22,2,0
O=C(O)c1ccc[n+](Cc2ccc([N+](=O)[O-])cc2)c1,nt,-1,14,11,-3,4,15,2,-8,11,18
CC(=O)N1CCN(Cc2nc3cc(NC(=O)C4CCCCC4)ccc3n2C)CC1,2,8,-13,-2,2,1,-5,3,-21,-3,2
COCCn1c(SCC(=O)Nc2ccc(F)cc2F)nc2c(c1=O)SCC2,nt,14,15,-21,nt,8,-16,-5,-9,-14,-10
N=c1c(C(=O)NCc2ccc3c(c2)OCO3)cc2c(=O)n3ccccc3nc2n1CC1CCCO1 (stereo not drawn),5,-13,4,-15,0,-14,-4,1,2,4,-14

# Bioassay records (PubChem BioAssay)
